High-throughput results from PubChem BioAssay.
PKM2 activator = qHTS Assay for Activators of Human Muscle isoform 2 Pyruvate Kinase; Pyruvate kinase PKM (Homo sapiens), P14618; purified PKM2, Kinase-Glo ATP luminescence, activation; response scale: 0% is enzyme alone, no compound; Potency, µM (series often up to 57.5 µM), for the others: top-dose activation, hits mostly activators; 260,000 compounds, 0.34% hits; AID 1631, 2009; note: potency is the fitted concentration of half-maximal effect; % is set by controls: 0 for no effect and ±100 for the full control effect; nearly all actives have a fitted effect of over 55% in size
Target sequence (P14618 whole entry, looked up, canonical isoform): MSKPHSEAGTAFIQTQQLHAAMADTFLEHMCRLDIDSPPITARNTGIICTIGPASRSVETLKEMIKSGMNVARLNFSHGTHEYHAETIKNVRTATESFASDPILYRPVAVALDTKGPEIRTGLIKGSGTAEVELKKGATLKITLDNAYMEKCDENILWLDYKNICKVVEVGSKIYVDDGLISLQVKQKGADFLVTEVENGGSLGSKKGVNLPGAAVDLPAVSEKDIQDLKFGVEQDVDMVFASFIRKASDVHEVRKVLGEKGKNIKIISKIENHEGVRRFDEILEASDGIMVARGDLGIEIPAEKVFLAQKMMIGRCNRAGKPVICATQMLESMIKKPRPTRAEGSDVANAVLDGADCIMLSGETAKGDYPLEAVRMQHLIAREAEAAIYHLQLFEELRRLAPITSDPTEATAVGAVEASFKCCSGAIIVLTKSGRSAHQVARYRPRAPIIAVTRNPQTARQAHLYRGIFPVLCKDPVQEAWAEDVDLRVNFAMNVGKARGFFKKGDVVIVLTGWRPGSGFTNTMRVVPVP
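Purified hPK-M2 (>95%) run at intermediate activity with 0.1 mM ADP and 0.5 mM PEP in 50 mM imidazole pH 7.2, KCl, MgCl2; 1 h room temperature. ATP formed read by Kinase-Glo luminescence; normalized to uninhibited and no-enzyme controls.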
USP2a inh = qHTS Assay for Inhibitors of Ubiquitin-specific Protease USP2a Using CHOP2 as the Reporter. USP2 core, Ub-CHOP2 coupled fluorogenic reporter, 485/531. Potency, µM (top dose mostly 38.3 µM), for the others: at the top dose activity change, negative = inhibition, most hits filed as inhibitors. 330,000 compounds, 0.01% hits. AID 463254, 2010;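 note: potency is the fitted concentration of half-maximal effect; plate controls were DMSO wells for no effect and full inhibition by NEM control for full effect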
Target sequence (O75604 whole entry, looked up): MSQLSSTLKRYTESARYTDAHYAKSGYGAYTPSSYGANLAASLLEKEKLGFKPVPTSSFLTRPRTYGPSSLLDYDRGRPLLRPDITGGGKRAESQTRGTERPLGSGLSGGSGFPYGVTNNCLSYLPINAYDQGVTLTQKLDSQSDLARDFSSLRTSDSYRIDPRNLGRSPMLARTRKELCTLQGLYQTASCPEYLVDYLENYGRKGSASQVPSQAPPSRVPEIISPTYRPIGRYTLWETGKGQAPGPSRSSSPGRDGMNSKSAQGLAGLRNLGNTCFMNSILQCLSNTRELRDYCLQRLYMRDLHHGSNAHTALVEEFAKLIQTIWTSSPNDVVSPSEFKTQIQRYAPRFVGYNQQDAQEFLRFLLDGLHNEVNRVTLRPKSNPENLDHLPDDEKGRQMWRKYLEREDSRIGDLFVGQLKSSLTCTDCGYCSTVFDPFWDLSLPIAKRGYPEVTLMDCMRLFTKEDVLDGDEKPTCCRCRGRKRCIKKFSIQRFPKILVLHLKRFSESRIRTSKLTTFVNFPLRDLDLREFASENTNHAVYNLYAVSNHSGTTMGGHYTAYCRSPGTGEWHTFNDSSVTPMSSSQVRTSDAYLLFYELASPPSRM
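USP2 core (10nM final) preincubated 30min RT with compound in 20mM Tris-HCl pH 8.0, 2mM CaCl2, 2mM beta-mercaptoethanol, 0.05% CHAPS; 25nM Ub-CHOP2 plus 25nM reporter substrate added, fluorescence (Ex485/Em531) read after 60min.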
GALK inh = qHTS Assay for Inhibitors of Human Galactokinase (GALK) | P51570 | AID 1868, 2009 | 270,000 compounds, 0.007% hits | Potency, µM (series often up to 57.5 µM), without a hit: top-dose activity change, negative = inhibition, actives largely listed as inhibitors | Purified GALK, Kinase-Glo residual ATP luminescence; note: potency is the fitted concentration of half-maximal effect; % is set by controls: 0 for no effect and ±100 for the full control effect
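5 nM enzyme, 35 uM ATP, 100 uM galactose, 20 mM HEPES pH8.0, 5 mM MgCl2; 1 h RT; residual ATP by Kinase-Glo Plus luminescence, qHTS format.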
Menin MLL FP TR = qHTS Assay for Inhibitors Targeting the Menin-MLL Interaction in MLL Related Leukemias: Competition With Texas Red Labeled MLL-derived Mutant Peptide; Potency, µM (doses to about 61.6 µM), inactives show at the highest dose FP activity change, negative = inhibition, usual class: inhibitors; 270,000 compounds, 0.23% hits; AID 1768, 2009; Menin + Texas Red MLL mutant peptide, fluorescence polarization; O00255; active = well fitted inhibition curve with a large enough effect in the polarisation, with a control signal flat, not every such curve was filed as active; inconclusive = small, poorly fitted or top-dose-only effect, or effect the other way, or a change in a side signal; inactive = no such curve, though single readings can be large or run the other way; the % refers to the polarisation; note: potency is the fitted concentration of half-maximal effect; % of control where 0% means no effect; many of its hits are not listed in these tables
S-ASM inh = Inhibitors of Secretory Acid Sphingomyelinase (S-ASM): qHTS. Potency, µM (top dose mostly 57.5 µM), inactives show at the top dose activity change, negative = inhibition, actives largely listed as inhibitors. placental ASM, HMU-PC fluorogenic substrate, 60 min. Sphingomyelin phosphodiesterase (Homo sapiens), P17405. AID 504937, 2011. 340,000 compounds, 0.006% hits; note: potency is the fitted concentration of half-maximal effect
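HMU-PC0 cleavage (9 uM final) by human placental ASM, 60 min at 37 °C following 10 min compound exposure at RT; stopped at pH 10, fluorescence Ex 386/Em 447 nm.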
MBNL1-CUG inh = qHTS Assay for Inhibitors of MBNL1-poly(CUG) RNA binding | AID 2675, 2010 | Muscleblind-like protein 1 (Homo sapiens), Q9NR56 | Potency, µM (highest dose often 57.5 µM), inactives show top-dose activity change, negative = inhibition, most hits filed as inhibitors | 280,000 compounds, 0.036% hits | TR-FRET MBNL1-His/biotin-(CUG)12 binding, 665/545 ratio; active = well fitted inhibition curve with a large enough effect in the signal ratio, with a control signal flat, not every such curve was filed as active; inconclusive = small, poorly fitted or top-dose-only effect, or effect the other way, or a change in a side signal; inactive = no such curve, though single readings can be large or run the other way; the % refers to the signal ratio; note: potency is the fitted concentration of half-maximal effect; % is set by controls: 0 for no effect and ±100 for the full control effect
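MBNL1-His + Biotin-(CUG)12, cpd titration 92 nM–58 uM; Tb anti-His Ab 0.055 ng/ul, SA-XL665 5 nM (final); 60 min RT; ratiometric 665/545 nm, Ex 340 nm; normalized to buffer and full-complex controls.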
hERG WT inh = qHTS for Inhibitors of KCHN2 3.1: Wildtype qHTS; activity change, % at 1.84 µM; Voltage-gated inwardly rectifying potassium channel KCNH2 (Homo sapiens), Q12809; U2OS, BacMam KCNH2, thallium flux FluxOr; stronger effect = lower value; AID 720551, 2013; 340,000 compounds, 0.37% hits;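 active = maximum activity change below -70%; inconclusive = maximum activity change between -70% and -50%; inactive = maximum activity change above -50%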; note: % is set by controls: 0 for no effect and ±100 for the full control effect
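U2OS cells were transduced with wild-type KCNH2 virus (2.03 x 10^8 / mL) for 4 h at room temperature, then cultured overnight at 37 C. Thallium flux was read with FluxOr dye. Rate constants were normalized to DMSO controls.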
Mito fusion yeast = qHTS Assay for Small Molecule Inhibitors of Mitochondrial Division or Activators of Mitochondrial Fusion | S. cerevisiae fusion-defective mutant growth rescue, CellTiterGlo 48 h | AID 485298, 2010 | Potency, µM (titrated, usually from 46.1 µM), inactives show top-dose growth rescue (activation), usual class: activators | 320,000 compounds, 0.23% hits;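 note: potency is the fitted concentration of half-maximal effect; % of control where 0% means no effect; nearly all actives have a fitted effect of over 45% in size; temperature-sensitive fusion mutants such as fzo1-1 at 37 °C on non-fermentable ethanol glycerol medium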
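Yeast fusion mutant, YPEG (non-fermentable carbon), compound, 48 h at 37C non-permissive; CellTiterGlo added, 10 min RT, luminescence read. Rescued growth = division inhibition.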
Chronic BCR inh = qHTS Assay to Find Inhibitors of Chronic Active B-Cell Receptor Signaling; 340,000 compounds, 0.05% hits; Potency, µM (doses to about 46.1 µM), without a hit: top-dose ratio change, negative = lower green/red ratio, most hits filed as inhibitors; AID 493014, 2011; ABC-DLBCL IkBa-CBG/CBR reporter, luminescence ratio, 4 h; active = well fitted inhibition curve with a large enough effect in the signal ratio, with a control signal flat, not every such curve was filed as active; inconclusive = small, poorly fitted or top-dose-only effect, or effect the other way, or a change in a side signal; the % refers to the signal ratio;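 note: potency is the fitted concentration of half-maximal effect; plate controls were basal doxycycline-induced cells for no effect and cells given 10 µM MG132 for full effect; MG132 reads +100%, hits lower the ratio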
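Compounds up to 46 uM were incubated four hours with TMD8 cells whose green CBG68 luciferase is fused to IkappaBalpha; red CBR luminescence normalised the signal, and concentration-effect curves were fitted to fusion, red and ratio data.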
TSHR antagonist = Antagonists of the Thyroid Stimulating Hormone Receptor: HTS campaign | TSHR-expressing cells, TSH-stimulated cAMP HTRF, 2 h; stronger effect = lower value | 330,000 compounds, 0.2% hits | Thyrotropin receptor (Homo sapiens), P16473 | activity change, negative = inhibition, % at 11.5 µM;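 active = activity change below a set negative limit, meaning inhibition stronger than a set level, cut at about -70% in these data; inconclusive = activity change between two set negative limits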; note: % is set by controls: 0 for no effect and ±100 for the full control effect
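Freshly harvested TSHR cells receive pin-tooled compound, then EC80 TSH at 4nM final. After 2 hours at 37 deg C, antibody in lysis buffer and cAMP-d2 are added; 30 minutes at ambient temperature precede the HTRF read.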
Eya2 inh = qHTS Assay for Inhibitors of the Phosphatase Activity of Eya2; 330,000 compounds, 0.006% hits; Potency, µM (series often up to 76.9 µM), inactives show at the top dose activity, negative = inhibition, most hits filed as inhibitors; Protein phosphatase EYA2 (Homo sapiens), O00167; recombinant Eya2, OMFP fluorescence dephosphorylation (OMFP is methylfluorescein phosphate); note: potency is the fitted concentration of half-maximal effect; % is set by controls: 0 for no effect and ±100 for the full control effect
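Eya2 (0.2 uM) preincubated 10 min at ambient with compound, then OMFP substrate added at 50 uM; 10 min reaction in 50 mM HEPES pH 7.5, 50 mM NaCl, 5 uM MgCl2, 0.05% BSA, 1 mM DTT. Fluorescence read at Ex 485/Em 525 nm.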
The depositor's hits bear a star; ? = inconclusive; . = not tested or not shown; [ ] = another dose, or the depositor's remark. Unless noted, calls come from the whole dose curve; as a rule, active = well fitted curve in the direction sought with a large enough effect; inconclusive = small, poorly fitted or top-dose-only effect, or another doubt; inactive = no such curve, though single readings can be large; an effect the other way counts as inactive or inconclusive. Only part of the results is shown; rates above refer to the full screens.

Values in the order: Chronic BCR inh | PKM2 activator | S-ASM inh | GALK inh | USP2a inh | MBNL1-CUG inh | TSHR antagonist | Eya2 inh | hERG WT inh | Menin MLL FP TR | Mito fusion yeast
> Cc1ccc(C(=O)CSC2=C(C#N)C(c3ccco3)C3=C(CC(C)(C)CC3=O)N2)cc1 (stereo not drawn)
    0% | 16% | 85%[activator] | 4% | -5% | 25% | -14 | -20% | -2 | 12% | 23%
> COc1ccccc1NC(=O)NCC1CC1(Cl)Cl (stereo not drawn)
    ? | -1% | 1% | -1% | 0% | -4% | 5 | -2% | 1 | 22% | -2%
> Cc1ccc(-c2n[nH]c(=S)n2/N=C/c2cccn2C)cc1
    14% | 5% | -1% | 3% | 0% | -2% | -8 | 0% | 4 | 15% | 1%
> COc1ccccc1CNc1ccc2nnc(CCNC(=O)c3ccc(C)cc3)n2n1
    -11% | 10% | -1% | -3% | 2% | 2% | -6 | -14% | -3 | -28% | 1%
> CCSc1nnc(NC(=O)CSC2=NCCS2)s1
    ? | ? | 2% | -1% | -6% | 35%[activator] | -5 | 2% | 0 | 26% | 1%
> CCC(=O)Nc1c(C)c(CC)nc2ccccc12
    0% | 0% | 5% | -3% | 1% | -5% | -6 | 20% | . | 3% | 3%
> COc1cc(C=O)ccc1OCCCOc1ccccc1C(=O)O
    2% | -9% | 0% | -4% | -1% | 7% | -10 | 0% | -8 | 0% | 5%
> Cc1ccc(C(=O)OC(C)CN2CCOCC2)cc1 (stereo not drawn)
    2% | 0% | 1% | 1% | 1% | . | 14 | 12% | 7 | 22% | 22µM*
> CC(Sc1nc2ccccc2s1)C(=O)NCc1ccc2c(c1)OCO2 (stereo not drawn)
    0% | 6% | -1% | 2% | 0% | -1% | 14 | 0% | 6 | -12% | ?
> COc1ccc(C)cc1NC(=O)COC(=O)c1ccc2c(c1)OCO2
    3% | . | 0% | . | -2% | . | 15 | -8% | 18 | . | 7%
> Cc1nnc(SCC(=O)NC2CCCC2)n1-c1ccccc1
    0% | . | 8% | . | 3% | . | 23 | 6% | -17 | . | -6%
> COc1ccc(-c2c(C)nn(Cc3ccccc3)c2N)cc1
    -3% | -1% | 6% | 0% | 3% | 4% | 7 | -4% | -4 | -26% | -8%
> CCc1nc(SCc2ccccc2C)n[nH]1
    -5% | 3% | 2% | 2% | 0% | -1% | -6 | -4% | 9 | 5% | 7%
> CCOC(=O)c1c(NC(=O)CN2CCCc3ccccc32)sc(C)c1CC
    3% | -5% | -9% | 0% | 3% | 12% | -9 | -3% | -2 | -10% | 3%
> O=C(CCCN1C(=O)C(c2ccccc2)Oc2cccnc21)NCc1ccccc1Cl (stereo not drawn)
    -3% | . | -2% | -2% | -1% | -7% | 14 | 4% | -2 | -9% | 8%
> COc1ccc(C(=O)OCC(=O)N2C(C)CCCC2C)cc1S(=O)(=O)N1CCOCC1 (stereo not drawn)
    2% | . | -3% | . | 0% | . | -2 | -17% | -1 | . | .
> CN(C)C(CNC(=O)c1cc2ccccc2o1)c1ccco1 (stereo not drawn)
    1% | . | 9% | . | -3% | . | 7 | -3% | 2 | . | .
> CCCN(CCC)CCCNC(=O)c1cn(CC)c2ccc(S(=O)(=O)N(C)C3CCCCC3)cc2c1=O
    2% | -3% | -2% | 16% | 1% | -3% | 3 | 3% | -20 | -25% | -2%
> O=C(Nc1nc(-c2ccccn2)cs1)c1ccc(Br)s1
    ? | -1% | -8% | 1% | 2% | 13% | -17 | 0% | -6 | ? | 24%
> CN(C)c1ccc(C2CC(c3ccccc3)=Nc3nc(-c4ccccc4)cn32)cc1 (stereo not drawn)
    ? | 13% | . | 1% | 0% | . | 29 | 3% | . | 16% | 6%

Part of the list above, in CSV form.
compound,Chronic BCR inh,PKM2 activator,S-ASM inh,GALK inh,USP2a inh,MBNL1-CUG inh,TSHR antagonist,Eya2 inh,hERG WT inh,Menin MLL FP TR,Mito fusion yeast
COc1ccccc1NC(=O)NCC1CC1(Cl)Cl (stereo not drawn),?,-1%,1%,-1%,0%,-4%,5,-2%,1,22%,-2%
CN(C)C(CNC(=O)c1cc2ccccc2o1)c1ccco1 (stereo not drawn),1%,.,9%,.,-3%,.,7,-3%,2,.,.

Later entries
Values in the order: Chronic BCR inh | PKM2 activator | S-ASM inh | GALK inh | USP2a inh | MBNL1-CUG inh | TSHR antagonist | Eya2 inh | hERG WT inh | Menin MLL FP TR | Mito fusion yeast
> Cc1nc(C)c(C(=O)C2=C(O)C(=O)N(CCN3CCOCC3)C2c2ccco2)s1 (stereo not drawn)
    -4% | 1% | -2% | 3% | -1% | 14% | 2 | 5% | 7 | -15% | -2%
> O=c1[nH]c(N2CCc3ccccc32)nc2c1CCCC2
    7% | 6% | -1% | 1% | 3% | -11% | 7 | 4% | 4 | 6% | -1%
> Cc1ccc(C2=CC(=O)CC(C)(C)C2)cc1
    7% | . | -3% | . | -2% | . | 7 | -19% | . | . | 3%
> CC(=O)C1CCCN(C(=O)c2ccc3nc(Cc4cccc(Cl)c4)oc3c2)C1 (stereo not drawn)
    6% | -3% | 1% | -8% | 1% | -1% | 2 | -3% | -2 | . | -2%
> S=c1[nH]nc(Nc2ccccc2)s1
    8% | . | -1% | 7% | 1% | -2% | 6 | -10% | -4 | -5% | 7%
> CCOC(=O)C1CCN(C(=O)CCn2c(=O)[nH]c3ccsc3c2=O)CC1
    1% | 3% | 0% | 0% | -1% | -11% | -2 | 1% | -1 | 9% | 1%
> O=C(CSc1nc2[nH]c(=O)cc(O)c2s1)NCCc1ccccc1
    -10% | . | -4% | . | 1% | . | 4 | 5% | 5 | . | 1%
> CC(C)NC(=O)CN(C(=O)CCC(=O)Nc1ccccn1)c1ccc(F)c(Cl)c1
    -12% | 5% | 3% | 8% | 1% | -6% | 10 | -9% | 0 | -9% | 0%
> O=C(Cc1ccccc1[N+](=O)[O-])NC1CC2CCC1C2 (stereo not drawn)
    ? | 3%[11.5 µM] | 1% | 0% | 1% | 16% | 3 | 1% | -7 | 1% | 2%
> COCCN(C(=S)Nc1ccc(C)cc1)C(C)c1ccco1 (stereo not drawn)
    4% | 5% | 2% | -1% | 0% | -3% | -5 | 2% | -5 | . | -1%
> S=c1[nH]c2ccccc2n2cccc12
    -16% | 6% | -8% | 2% | -1% | ? | 4 | 1% | 1 | 16% | -26%
> Cc1cc(C(=O)NC2CCCCC2)on1
    -28% | 1% | 2% | . | -5% | 9% | 4 | -11% | -6 | . | -3%
> CC1(C)CCc2cc(-c3ccn(S(=O)(=O)c4ccccc4Cl)n3)ccc2O1
    4% | 0% | -1% | -2% | -2% | . | -7 | -2% | -1 | . | -2%
> COc1ccc(C(c2sc3nc(C)nn3c2O)N2CCN(CCO)CC2)cc1OC (stereo not drawn)
    1% | 1% | -1% | 1% | 2% | 1% | 2 | 2% | -11 | 1% | -1%
> CN(C)CCCNC(=O)C(=O)Nc1ccc2c(c1)N(S(=O)(=O)c1cccs1)CCC2
    18% | . | 1% | . | -1% | . | 21 | -7% | 20 | . | -9%
